OX1R antag-1 – OX1R (HCRTR1) antagonists, primary screen, fluorescence, CHO/OX1R cells, Fluo-8 calcium, orexin A | Orexin/Hypocretin receptor type 1 (Homo sapiens), O43613 | Fluo-8 calcium fluorescence | inhibition, % at 5 µM | 330,000 tested, 0.43% active | AID 434989, 2010;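 active = inhibition above its plate's threshold, mean inhibition of all tested compounds on the plate plus 3 SD, cut at about 37% in these data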;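 note: 0% = orexin A challenge wells and 100% = SB-334867-A antagonist wells; not every result past the cut was called active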
Target sequence (O43613 whole entry, looked up): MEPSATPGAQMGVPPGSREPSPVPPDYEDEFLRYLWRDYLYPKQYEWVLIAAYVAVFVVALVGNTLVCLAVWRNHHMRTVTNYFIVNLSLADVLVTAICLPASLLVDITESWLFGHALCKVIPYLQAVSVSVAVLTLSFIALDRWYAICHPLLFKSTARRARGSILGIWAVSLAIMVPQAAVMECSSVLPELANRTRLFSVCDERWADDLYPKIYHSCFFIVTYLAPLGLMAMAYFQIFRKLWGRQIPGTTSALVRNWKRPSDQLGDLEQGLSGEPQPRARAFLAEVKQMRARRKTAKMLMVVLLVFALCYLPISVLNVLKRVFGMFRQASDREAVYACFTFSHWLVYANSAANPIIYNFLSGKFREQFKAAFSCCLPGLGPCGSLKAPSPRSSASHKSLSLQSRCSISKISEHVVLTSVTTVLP
OX1R antag-2 – antagonists of human orexin 1 receptor (OX1R); Orexin/Hypocretin receptor type 1 (Homo sapiens), O43613; OX1R-expressing cells, FRET antagonist read-out; inhibition, % at 6.6 µM; 330,000 tested, 1.8% active; AID 485270, 2010; in the data active = inhibition mostly above about 38%, no sharp cut-off; inactive = mostly below about 40%;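 note: 0% = agonist challenge alone and 100% = reference antagonist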
* = called active by the depositor. This is a random part of the collection, and some 2.1% of all compounds hit somewhere here.

Under each structure: OX1R antag-1 | OX1R antag-2
O=c1c2ccccc2nnn1COc1cccc(Cl)c1
    -7.6 | 18.7
COc1cccc(CNC(=O)Cc2ccc(NC(=O)C3=C(C)OCCS3)cc2)c1
    -9.4 | 3.0
O=C(COc1ccccc1Cl)Nc1cccc(S(=O)(=O)NC2=NCCCCC2)c1
    -31.4 | 16.2
COc1ccccc1-n1c(C)c(C(=O)O)c2cc(OC)c3ccccc3c21
    -9.6 | 7.6
O=C(CSc1ncccn1)c1ccccc1Br
    7.9 | 15.9
COCCNC(=O)CN(C(=O)Cn1nnc2ccccc21)c1ccc(F)c(Cl)c1
    -14.7 | 20.6
O=c1cc(CO)oc(CN2CCN(Cc3ccccc3)CC2)c1O
    -9.4 | 14.0
Cc1cccc(NC(=O)CSc2nc(=O)n3ccccc3n2)c1C
    -8.1 | 4.1
O=C(NCc1ccccc1)c1c[nH]c2ccccc2c1=O
    -0.6 | 13.3
O=C(COc1ccc(S(=O)(=O)N2CCc3ccccc32)cc1Cl)NCc1ccccn1
    -19.1 | 5.6
CC(=O)Nc1ccc(NC(=O)c2cc(-c3ccc(C)c(C)c3O)n[nH]2)cc1
    -7.1 | 11.8
O=C(/C=C/c1ccc(-c2ccccc2[N+](=O)[O-])o1)c1ccc(F)cc1
    -14.6 | 7.6
COc1ccc(NC(=O)c2cc(-c3ccc(C)cc3)on2)cc1
    -0.7 | 12.1
O=C(Cn1cnc2c(nnn2Cc2ccc(Cl)cc2)c1=O)OCc1ccccc1
    34.4 | 10.3
O=C(NNC(=O)c1ccc(Cl)c([N+](=O)[O-])c1)c1ccncc1
    -12.6 | 20.7
CCOC(=O)C1CCN(c2cc3c(cc2NC(=O)c2cc(OC)ccc2Br)n(C)c(=O)n3C)CC1
    -23.5 | 7.9
O=C(CSc1nc(=O)n(CCCN2CCOCC2)c2c1CCCC2)Nc1cccc(Cl)c1
    -33.0 | 10.8
Cc1cccc(NC(=O)CNC(=O)c2cccc(-n3cccc3)c2)c1C
    -14.3 | 8.8
COc1cccc(C(=O)N/N=C/c2cn[nH]c2-c2ccc(OC)cc2OC)c1
    -24.5 | 37.9
COc1cc2c(C(=O)N3CCN(c4ccccc4F)CC3)cn(C)c(=O)c2cc1OC
    -2.0 | 21.5
Cc1ccc(NC(=O)CSc2n[nH]c(=O)n2C2CC2)cc1S(=O)(=O)N1CCOCC1
    -1.5 | 16.6
COc1ccc(N2CCN(C(=O)CSc3nnc4c(C)cc5ccc(C)c(C)c5n34)CC2)cc1
    -24.5 | 6.1
Cc1ccc(C(=O)C2CCN(S(=O)(=O)c3c(C)noc3C)CC2)cc1
    -17.4 | 14.5
CCOC(=O)C1(Cc2ccccc2C)CCCN(C(=O)c2sccc2C)C1 (centres undefined)
    -15.2 | 10.3
C=CCOc1c(Cl)cc(CNc2ccc(N(C)C)cc2)cc1OC
    -16.7 | 16.7
COC(=O)c1cc(COC(=O)c2cccnc2SC)oc1C
    -19.1 | 15.4
CCCn1nnc(NC(=O)/C=C/c2ccco2)n1
    -5.8 | 9.3
CCOC(=O)c1c(C)[nH]c(C(=O)OCC(=O)NCc2ccccc2)c1C
    -48.5 | 0.9
O=C1N(Cc2cccnc2)C[C@@H]2C[C@@H](c3cccc(C(F)(F)F)c3)N3CCC[C@@]123
    -15.5 | 8.3
COc1ccc(N2CCN(C(=O)c3c(-c4c(F)cccc4Cl)noc3C)CC2)cc1
    -5.5 | 11.9
CC(C)c1ccc(N(CC(=O)NN=C2CCN(C)CC2)S(=O)(=O)c2ccccc2)cc1
    -32.9 | 11.7
Cc1ccc(C(=O)NCc2nc3ccccc3[nH]2)o1
    -1.9 | 12.3
CCN(c1ccccc1)S(=O)(=O)c1cccc(C(=O)O)c1
    2.3 | 4.3
CCOc1ccccc1CNn1cnnc1
    -12.5 | 6.6
CCOc1ccccc1NC(=O)Nc1cccc(NC(C)=O)c1
    -16.6 | 17.4
O=C(CSc1nc2cc(S(=O)(=O)N3CCOCC3)ccc2o1)NC1CCCc2ccccc21 (centres undefined)
    -26.0 | 8.6
OCCN(Cc1ccccc1)C(=S)Nc1ccc(F)cc1
    -4.9 | 17.4
CCCCCCNC(=O)CCCCCNS(=O)(=O)c1ccc(OC)cc1
    -28.7 | 9.7
Cn1cc(C(=O)c2ccc(Cl)cc2Cl)cc1C=O
    -32.8 | 17.6
Cc1ccc(OCc2cc(C(=O)NCc3ccc(OC(F)(F)F)cc3)no2)cn1
    -1.2 | 9.5
O=C(O)COc1ccc(C(=O)Cc2ccc3c(c2)OCCCO3)c(O)c1
    -3.8 | 9.0
COC(=O)C1N[C@@H]([C@@H](NC(=O)COc2ccccc2)C(=O)NCc2ccccc2)SC1(C)C (some centres undefined)
    -16.8 | 5.3
CC(C)c1ccc(NC2CCCN(C(=O)c3cnsn3)C2)cc1 (centres undefined)
    -22.4 | 21.9
CCOc1ccccc1NC(=O)COC(=O)C(CC(C)C)N1C(=O)C2CC=CCC2C1=O (centres undefined)
    32.0 | 60.0*
Oc1c(Br)cccc1/C=N/Nc1c(F)c(F)c(F)c(F)c1F
    2.7 | 7.7
COc1ccc(OCc2csc(N)n2)cc1
    -9.9 | 19.5
N#Cc1cc(Oc2ccc(Cl)cc2)c(N2CCOCC2)cc1C#N
    -18.4 | 15.2
CCOC(=O)c1c(C)[nH]c(C(=O)CSc2nnc(-c3ccncc3)n2CC)c1C
    2.0 | 18.2
COc1cccc(CN(C(=O)c2ccco2)C(C(=O)NC2CCCC2)c2cccnc2)c1 (centres undefined)
    -15.2 | 15.1
Cc1cc(C(=O)Nc2c(F)c(F)c(F)c(F)c2F)n(-c2ccccc2)n1
    -13.9 | 13.5
O=c1cc(-c2ccccc2)nc2cc(-c3ccco3)[nH]n12
    -22.0 | 2.3
O=C(NC1CCCC1)C(c1ccncc1)N(Cc1ccccc1)C(=O)Cc1cccs1 (centres undefined)
    -32.7 | 9.0
COc1cc(NC(=S)N2CCC(C(N)=O)CC2)c(OC)cc1Cl
    6.7 | 14.6
O=C(CN1C(=O)NC(Cc2c[nH]c3ccccc23)C1=O)NCCc1ccccc1 (centres undefined)
    -1.9 | -5.1
S=C(NC1CCCC1)NC1CC1
    -5.7 | 2.6
CC1CCC(N2CCN(S(=O)(=O)Cc3ccccc3)CC2)CC1 (centres undefined)
    -5.0 | 11.0
CC(=O)N1CC(C)Sc2ccc(S(=O)(=O)NCc3ccc(Cl)cc3)cc21 (centres undefined)
    6.4 | 20.9
CC1=C(C(=O)OCC2CCCO2)C(c2ccccc2)C2=C(CC(C)(C)CC2=O)N1 (centres undefined)
    -24.5 | 29.0
CCOCc1cnc(C)nc1NCC(=O)c1c(C)[nH]c2ccc(OC)cc12
    -10.2 | 11.1
Cc1cc(S(=O)(=O)N2c3ccc(F)cc3CCC2C)ccc1-n1cnnn1 (centres undefined)
    -13.3 | 5.8

Carrying on.
Under each structure: OX1R antag-1 | OX1R antag-2
Cc1cccn2c(CN3CCCN(C=O)CC3)c(C(=O)N(C)CCc3ccccc3)nc12
    -27.6 | 12.6
COc1ccc(C(=O)Cn2cnc3ccc(Cl)cc3c2=O)cc1F
    -25.2 | 19.3
Cc1cc(NC(=O)CCC(=O)N(CC(=O)NC2CCCC2)Cc2ccc(F)cc2)no1
    -19.6 | 10.8
O=C1N=C(N2CCOCC2)S/C1=C/c1cc2c(cc1[N+](=O)[O-])OCO2
    -7.3 | 39.9
Cn1nnc(NC(=O)c2cccc([N+](=O)[O-])c2)n1
    -4.2 | 38.1
Clc1cccc(C2Nc3cccc4cccc(c34)N2)c1
    -7.0 | 9.3
Cc1nc(N)c(Cc2ccc(Cl)cc2Cl)c(N)n1
    2.3 | 31.3
Nc1cc(=O)[nH]c(SCC(=O)NCC2CCCO2)n1 (centres undefined)
    -0.6 | 13.7
Cc1ccc(S(=O)(=O)N2[C@@H](c3ccc(Br)cc3)C(C(=O)O)=C[C@H]2CC2CCCC2)cc1
    -3.8 | 31.2
Cc1ccc2cc(CCNC(=O)c3ccc(Br)o3)c(=O)[nH]c2c1
    -41.4 | 30.8
CCOC(=O)c1ccc(NS(=O)C23CC4CC(CC(C4)C2)C3)cc1 (centres undefined)
    -4.3 | 14.5
O=C(/C=C/c1cccc(Cl)c1)Nn1c(-c2cccs2)nc2ccccc2c1=O
    -27.4 | 16.0
CCOC(=O)c1ccc(NC(=O)CSc2nnc(CCc3ccc(C)o3)n2-c2ccccc2)cc1
    -26.2 | 9.2
O=C(O)c1ccccc1SCC(=O)N1CCCCC1
    0.0 | 10.9
Cc1ccc(N(CC(=O)Nc2ccc3c(c2)OCCO3)S(=O)(=O)c2c(C)n[nH]c2C)cc1
    -10.6 | 22.8
CCOc1ccc(N2C(=O)CC(NC3CCN(C(=O)c4cccs4)CC3)C2=O)cc1 (centres undefined)
    -7.3 | 5.2
CN(CCC(=O)Nc1ccc2c(c1)OCO2)Cc1ccccc1
    -19.2 | -1.4
CC1=NNC(=O)C(CC(=O)Nc2ccc(Cl)c(Cl)c2)C1 (centres undefined)
    4.5 | 13.4
CCN(C(=O)CCS(=O)(=O)c1cccc2nonc12)c1ccc(C)c(C)c1
    -22.1 | 37.6
COc1ccccc1C1CC(=O)NC(C)=C1C(=O)OCC1CCCO1 (centres undefined)
    -36.3 | 4.1
O=C(O)c1ccc(Oc2cccc([N+](=O)[O-])c2)cc1C(=O)O
    -13.4 | 17.8
COc1ccc2nc(Nc3nc(CSc4nnnn4-c4ccccc4)cc(=O)[nH]3)nc(C)c2c1
    -7.3 | 4.7
CCOC(=O)C1(Cc2cccc(Cl)c2)CCCN(C(=O)c2ccc(COC)s2)C1 (centres undefined)
    -4.5 | -2.0
COc1cc(-c2c(C#N)c(N)nc3c2CCCC3)ccc1O
    -28.7 | 0.9
COC(=O)c1ccc2c(c1)sc(=NC(=O)CCS(=O)(=O)c1ccccc1)n2C
    -16.4 | 14.3
Nc1nonc1/C(=N/O)N1CCN(CCO)CC1
    -6.0 | 11.7
CC(c1nccs1)N(C)C(=O)CCc1nnc(-c2ccc(-c3ccccc3)cc2)o1 (centres undefined)
    -6.2 | 23.0
CCN(CC)C(=O)c1ccc2c(c1)N(Cc1ccccc1)C(=O)CS2=O (centres undefined)
    -29.7 | 9.8
COc1ccccc1CNC(=O)C(NS(=O)(=O)c1cccc2nsnc12)C(C)C (centres undefined)
    -8.8 | 76.2*
CCOc1ccc2c(=O)c(-c3ccc4c(c3)OCCCO4)c(C)oc2c1
    -3.5 | 11.7
Cc1ccccc1SCC(=O)OCC(=O)Nc1sccc1C(N)=O
    23.7 | 29.0
O=C(CCn1cnnn1)Nc1cccc(F)c1
    1.0 | 14.8
COc1ccccc1/C=C/c1nc(S(=O)(=O)c2ccccc2)c(NCCN(C)C)o1
    -0.6 | 10.4
C[C@@]12C(=O)N(Cc3ccccc3)CC(=O)N1[C@H](/C=C/c1ccccc1)[C@@H]1C(=O)N(c3ccccc3)C(=O)[C@@H]12
    -15.0 | 10.4
COC(=O)C(Cc1cnc(Cl)s1)(C(=O)OC)c1ccc([N+](=O)[O-])cc1[N+](=O)[O-]
    -22.7 | 46.5
CCCC(C)NC(=O)c1cccc(Oc2ccccc2)c1 (centres undefined)
    -18.6 | 50.9
Cc1cc(C)c(C)c(OCCOCCN2CCOCC2)c1
    -13.7 | 1.1
c1ccc(-c2n[nH]c3ccccc23)cc1
    -21.4 | 1.8
CN(C)S(=O)(=O)c1cccc(NC(=O)COC(=O)[C@H](Cc2ccccc2)NC(=O)c2ccco2)c1
    -3.1 | 2.2
O=C(c1ccc2c(c1)OCCO2)C1CCN(S(=O)(=O)c2cccc(F)c2)CC1
    -22.9 | 12.8
Cc1ccc(NS(=O)(=O)c2ccc(-c3coc(C)n3)cc2)c(C)c1
    -4.1 | 22.6
COC(=O)c1ccccc1S(=O)(=O)N1CCC(C(=O)NCC2CCCO2)CC1 (centres undefined)
    -7.8 | 16.7
COc1ccc(Cl)cc1NC(=O)CSC1=NN2CCCC(=O)N=C2S1
    -23.8 | 22.2
CCn1c(C)nnc1SCC(=O)Nc1ccc(N2CCOCC2)cc1
    6.4 | 5.3
Cc1ccc(C(=O)Nc2ccccc2C(=O)NC(Cc2ccccc2)C(=O)O)cc1 (centres undefined)
    -5.2 | 6.6
CC(C)CC(=O)N1CCN(C(=O)c2ccc(-c3ccccc3)cc2)CC1
    -34.7 | 2.9
COc1cccc(OC)c1C(=O)Nc1ccccc1NC(=O)c1c(OC)cccc1OC
    19.3 | 7.9
O=C(Cc1ccc(Cl)cc1)Nc1ccc(Br)cn1
    -6.8 | -8.1
O=C(CSc1nnc2c(Cl)cc(Cl)cn12)N1CCN(c2ccc(F)cc2)CC1
    -21.9 | 17.4
CCN1CCN(C(=O)C(Cc2ccccc2)NC(=O)c2ccc(Cl)c(S(=O)(=O)N(C)C)c2)CC1 (centres undefined)
    -22.2 | 8.6
C(=N\NC1=NCCN1)/c1ccncc1
    -8.8 | 17.2
CN1CCN(C(=O)C2=C[C@@H](c3csc4ccccc34)C[C@@H](OCc3ccc(CO)cc3)O2)CC1
    -12.8 | 32.7
CCCNC(=O)CC1Sc2ccccc2NC1=O (centres undefined)
    12.0 | 5.8
CCCn1c(S(=O)(=O)O)nc2ccccc21
    6.8 | -1.1

6 structures out of the list, arranged by formula weight, ascending.
Under each structure: OX1R antag-1 | OX1R antag-2
CCCNC(=O)CC1Sc2ccccc2NC1=O (centres undefined)
    12.0 | 5.8
Cc1ccc(NS(=O)(=O)c2ccc(-c3coc(C)n3)cc2)c(C)c1
    -4.1 | 22.6
O=C(c1ccc2c(c1)OCCO2)C1CCN(S(=O)(=O)c2cccc(F)c2)CC1
    -22.9 | 12.8
COC(=O)C(Cc1cnc(Cl)s1)(C(=O)OC)c1ccc([N+](=O)[O-])cc1[N+](=O)[O-]
    -22.7 | 46.5
O=C(CSc1nnc2c(Cl)cc(Cl)cn12)N1CCN(c2ccc(F)cc2)CC1
    -21.9 | 17.4
C[C@@]12C(=O)N(Cc3ccccc3)CC(=O)N1[C@H](/C=C/c1ccccc1)[C@@H]1C(=O)N(c3ccccc3)C(=O)[C@@H]12
    -15.0 | 10.4
